High-throughput results as filed in PubChem.
All columns: NCI-60 one-dose screen, growth in % after 48 h at 10 µM unless noted; 100 = growth as untreated, 0 = no growth, -100 = all killed.
SF-268 – SF-268 CNS cancer cells. AID 1794759. 82,000 compounds, 3.1% hits
HCC-2998 – HCC-2998 colon cancer; 79,000 compounds, 4.7% hits
U251 – U251 CNS tumor cells; 80,000 compounds, 5.4% hits; AID 1794753
SF-295 – SF-295 CNS cancer cells; 79,000 compounds, 5.6% hits
KM12 – KM12 colon cancer cells | 82,000 compounds, 5% hits
SNB-75 – SNB-75 CNS cancer; 79,000 compounds, 5% hits; AID 1794750
SF-539 – SF-539 CNS cancer | 81,000 compounds, 6.8% hits
HCT-116 – HCT-116 colon cancer; 82,000 compounds, 7.3% hits; AID 1794798
SNB-19 – SNB-19 CNS cancer cells | 81,000 compounds, 2.5% hits
* marks the source's active call; other numbers are inactive results; · = not tested or not shown; & = joins results of further samples. The calls were made as follows: active = growth percent below 10; inactive = the rest.

SMILES	SF-268	HCC-2998	U251	SF-295	KM12	SNB-75	SF-539	HCT-116	SNB-19
Cc1c(C)c(C)c(C(=O)C[n+]2ccccc2)c(C)c1C	106	116	93	88	113	85	105	91	·
C=C1C(=O)O[C@H]2[C@H]1CC/C(COC(=O)NCC(C)c1ccc(CC(C)C)cc1)=C\CC[C@@]1(C)O[C@@H]21 (some centres undefined)	-17*	60	-22*	83	-3.3*	-5.6*	-77*	-83*	37
COc1ccc(/C=C/C(=O)c2ccc(OC)c(S(=O)(=O)NNC(=O)c3ccncc3)c2)cc1	97	115	89	106	102	90	98	98	96
Nc1n[nH]c2ccc([C@@H]3Nc4ccc5cn[nH]c5c4[C@H]4C5CCC(C5)[C@@H]34)cc12 (some centres undefined)	42	24	23	13	18	-13*	-20*	13	31
COc1ccc2c(c1)C(C)Cc1c(Cl)nc(-c3ccccc3)nc1N2C (centres undefined)	93	106	94	99	103	75	106	64	103
C#CC(C)(O)C(C)(C)C (centres undefined)	104	107	99	109	105	108	109	110	121
O=[N+]([O-])c1ccc2nc[nH]c2c1	106&116	102&124	105&102	104&113	100&111	97	100&107	98&98	102&106
Cn1nc(C(F)(F)F)cc1-c1cc(Cl)c(COc2ccc(Cl)cc2)c(-c2ccc(Cl)c(C(F)(F)F)c2)c1O	-0.4*	-33*	-25*	-71*	-19*	-22*	-78*	-62*	-11*
Nc1cc(S(N)(=O)=O)ccc1O	108	108	97	110	134	83	98	96	97
CCOC(=O)C1=C(c2ccccc2)N=C2SC=C(c3cccc([N+](=O)[O-])c3)N2C1c1ccc(Br)cc1 (centres undefined)	72	109	49	93	88	83	85	49	61
N/C(=N\c1nc2ccccc2s1)NC(=O)NCCCCCCO	62	82	69	21	55	21	65	37	52
COc1cc(/C=C2\Oc3cc(O)ccc3C2=O)cc(OC)c1OC	107	107	100	98	107	96	106	86	95
Cc1ccc(COc2ccc(Nc3ncnc4onc(-c5ccccc5)c34)cc2)cc1	100	98	100	101	100	96	103	101	101
COc1ccc(Br)c(C(=O)Sc2nnnn2-c2cccc(Cl)c2)c1	111	124	94	88	104	83	106	104	99
COc1cccc(/C=C/c2c(C(=O)c3ccccc3)c(=O)[nH]c3ccccc23)c1	99	114	90	101	97	·	96	99	80
Cc1ccc(Nc2c(C(N)=O)cnc3ccc(S(=O)(=O)Nc4cc(C)on4)cc23)cc1	104	107	96	·	103	81	93	94	95
O=C1c2ccccc2C(=O)N1[C@@H]1C(=O)N2CCS[C@]12C(=O)OCc1ccccc1	105	102	99	98	101	91	113	111	92
CC(=O)OC1C(OC(C)=O)C(OC(C)=O)C(OC(C)=O)C(OC(C)=O)C1OC(C)=O (centres undefined)	105	107	104	99	106	90	101	103	101
CN(O)c1nc(N(C)O)nc(N2CCOCC2)n1	29	40	32	-30*	46	29	38	12	33
BrC1=C(Br)C(Br)(Br)C(Br)=C1Br	98	103	92	113	103	73	82	65	92
O=C(NCCBr)OCc1ccccc1	99	108	102	96	104	81	98	107	109
COc1cc(-c2ccc[nH]2)[nH]c1/C=C1\N=C(C)C(C(=O)CCCCCCCCC(=O)Nc2ccc(-c3c4nc(c(-c5ccccc5)c5ccc([nH]5)c(-c5ccccc5)c5nc(c(-c6ccccc6)c6ccc3[nH]6)C=C5)C=C4)cc2)=C1C	106	102	·	96	101	106	102	100	101
N#Cc1c(-c2cc(=O)oc3ccc(Cl)cc23)cc(-c2cc3cc(Br)ccc3oc2=O)nc1N	95	100	101	101	101	98	100	90	94
N#Cc1c(-c2ccc(F)cc2)nc(SCc2nc3ccccc3[nH]2)nc1N1CCNCC1	100	84	104	96	112	94	101	102	96
Cc1csc(-c2nnn(-c3ccccc3)c2N)n1	103	102	94	105	101	85	95	109	97
CCN(CC)CCOC(=O)C1(C2CCCCC2)CCCCC1	105	106	91	100	104	77	109	97	95
C=C(CNCCc1ccc(O)cc1)[C@@H]1CC[C@]2(CO)CC[C@]3(C)[C@H](CC[C@@H]4[C@@]5(C)CCC(NCCc6ccc(O)cc6)C(C)(C)[C@@H]5CC[C@]43C)[C@@H]12 (some centres undefined)	-81*	-91*	-88*	-93*	-77*	-87*	-88*	-92*	-85*
COc1cc(-n2nnc3c4nc(-c5ccc(Cl)cc5)oc(=O)c4c(C)nc32)cc(OC)c1OC	98	132	112	103	109	90	96	98	108
Cc1ccc(/C=N/NC(=O)CSc2nc3ccccc3c(=O)n2Cc2ccc(S(N)(=O)=O)cc2)cc1	78	100	94	95	86	71	102	98	90
Cc1ccc(C(C)(N=[N+]=[N-])c2ccccc2)cc1C (centres undefined)	104	97	93	117	110	70	97	98	105
CC(C)[C@@H]1NC(=O)Nc2nc3ccccn3c2C1=O	107	106	99	93	114	96	104	104	98
CC(=O)NC(C(C)=O)C(C)=O	107	105	107	101	103	93	115	102	112
C[C@H]1[C@H](C)CC[C@]2(C(=O)NCC(=O)OCC#CCN3CCN(C)CC3)CC[C@]3(C)C(=CC[C@@H]4[C@@]5(C)CCC(=O)C(C)(C)[C@@H]5CC[C@]43C)[C@H]12	98	106	94	102	103	74	93	82	97
CCN1CCN(CC(=O)Nc2nc3ccc(NCc4ccc(F)cc4)cc3s2)CC1	94	110	82	99	94	91	74	71	99
O=C(O)C(=Cc1ccc(-c2ccccc2)cc1)C(=O)O	103	109	104	106	107	70	106	100	120
O=c1c2cc(F)ccc2sc2c(N3CCNCC3)nc3ccc(F)cc3c12	48	-91*	-56*	78	-78*	54	-89*	-61*	57
CSc1nnc(-c2cnn3c2NC(c2ccccc2)C3)n1-c1ccc(Cl)cc1 (centres undefined)	93	100	97	87	87	79	108	93	82
CC1(C)CC(=O)C2=C(C1)N(c1sc3c(c1C#N)CCCC3)c1nc(N)c(C#N)c(N)c1C2c1cccc(Br)c1 (centres undefined)	98	98	96	101	99	101	106	86	93
COc1ccc(Nc2ncnc3c2ncn3Cc2nnc3c4ccccc4c(Cl)nn23)cc1	86	110	93	106	97	72	94	74	93
CNC(=O)c1ccc(S(=O)(=O)Nc2ccc(NC(=O)CCCC(=O)NOCc3ccccc3)cc2)cc1	108	103	103	96	110	95	104	102	95
COc1ccc(-n2nc(C)c(N=Nc3ccccc3)c2C)cc1	90	84	94	98	68	98	99	67	103
CC(=O)c1cc2ccccc2o1	106	109	109	103	109	101	89	100	108
C=CCOCCN(C)C	99	102	101	115	106	71	96	102	91
COc1ccc(C2CC(c3ccc4c(c3)OCO4)=Nc3c(N)nc(SC)nc3N2)cc1 (centres undefined)	79	82	75	81	55	68	89	35	78
O=C1CC2(CCOCC2)Oc2ncccc21	65	25	22	109	12	115	28	29	51
COc1cc2oc(-c3cccc(NC(=O)Nc4ccc(Cl)cc4)c3)cc(=O)c2c(OC)c1OC	89	99	87	73	74	66	85	71	97
CN(C=O)c1ccc(CSc2ccccc2)cc1	98	103	97	95	117	103	93	110	99
Cc1ccc(/C=C2\SC(=S)N(CCCC(=O)O)C2=O)cc1	94	118	101	103	105	89	98	108	100
CCCCOc1ccc(C(=O)OCCNCC(C)C)cc1N	99	102	108	102	99	106	93	100	96
O=C1C=CC(=O)N1c1ccc(I)cc1Cl	126	96	100	·	115	103	97	97	98
C#CCOc1ccc2ncnc(Nc3cccc(NC(=O)CCl)c3)c2c1	61	99	62	106	71	69	84	23	72
O=[N+]([O-])c1ccc(Cl)nc1	101	107	98	107	106	101	96	102	99
Cc1cccc(-n2c(C)nc3ccc(N4CCNC4=O)cc3c2=O)c1	99	103	98	101	103	96	99	99	101
O=C(CSc1nc2ccccc2c(=O)n1-c1ccccc1)Nc1cccc(C(=O)/C=C/c2ccc(Cl)cc2)c1	91	112	96	94	101	73	101	61	97
Cc1nc2c(C)c(C(=O)Nc3ccc(Cl)cc3)sc2c(=O)[nH]1	97	118	100	81	86	82	114	88	101
COc1cc(-c2nn(-c3cccc(NC(=O)NCCNC(=O)c4cccc(C(F)(F)F)c4)c3)cc2-c2ccncc2)ccc1Cl	42	67	28	6.8*	19	17	22	24	53
N[C@@H](Cc1cn(-c2ccccc2SCc2ccc(O)cc2)nn1)C(=O)O	97	115	105	102	106	87	104	109	97
CC(=O)C(SSC(C(C)=O)C(C)=O)C(C)=O	91	106	·	·	101	84	104	98	109
O=C(NN1CCCCC1)c1ccccc1	97	93	89	107	100	83	103	90	108
CCn1cc(C(=O)NN2C(=O)c3ccccc3C2=O)c(=O)c2ccc(C)nc21	102	102	97	105	96	107	106	102	100

Carrying on:
SMILES	SF-268	HCC-2998	U251	SF-295	KM12	SNB-75	SF-539	HCT-116	SNB-19
COc1cc(-c2nc3ccccc3c(=O)[nH]2)ccc1OCC(=O)N=Nc1c(O)[nH]c2ccc(Cl)cc12	96	106	95	94	95	·	89	100	95
OCC1(O)OCC(O)C(O)C1O (centres undefined)	108	108	107	119	115	90	107	104	113
COc1ccc(C(=O)N2c3ccccc3Sc3ccccc32)c(C(F)(F)F)c1	35	26	19	5.1*	18	29	-10*	6.6*	31
O=C(CCn1c[n+](CC(=O)c2ccccc2)c2ccccc21)Nc1cccc2cccnc12	96	95	94	105	95	80	95	93	98
Cc1nn(-c2ccccc2)c2nc(Cl)c(/C=C/C(=O)c3ccccc3)c(-c3ccc(Br)cc3)c12	102	113	100	113	105	82	·	97	101
CN(C)c1ccc(/C=C2\SC(=S)N(CCCN3CCOCC3)C2=O)cc1	101	111	87	·	98	96	103	94	89
CC1(C)CC(=O)C(N=Nc2c(C(=O)O)ccc3c2C(=O)c2ccccc2C3=O)=C(O)C1	102	102	107	106	107	85	97	105	102
CNC(=O)c1cc(Oc2ccc3c(c2)sc2nc(-c4ccc(N(C)C)cc4)cn23)ccn1	46	0.8*	14	8.5*	23	18	-14*	8.1*	25
Cc1ccc(C(=O)O)o1	98	102	98	100	97	91	99	96	112
O=S(=O)(NCCNc1nccc(-c2c(-c3ccc(F)cc3)nc3sccn23)n1)c1ccc(F)cc1	79	·	80	·	77	·	102	60	89
C=CCn1c(SCC(=O)Nc2ccc(C(=O)/C=C/c3cccc([N+](=O)[O-])c3)cc2)nnc1-c1c[nH]c2ccccc12	84	86	94	91	93	97	96	-33*	89
O=C(c1ccccc1)N(C(=O)c1ccccc1)N1CCCC1	99	·	·	104	107	87	100	106	107
OCCCC1CCCCC1	95	104	99	101	100	89	105	104	103
O=C(Nc1cnc(Cl)nc1Nc1ccc2c(ccn2Cc2cccc(F)c2)c1)c1ccccn1	69	82	68	78	81	84	93	64	82
O=C(N/N=C/c1ccc(Cl)cc1)c1ccc(Cc2n[nH]c(=O)c3cccnc23)cc1	99	90	103	101	108	84	90	95	89
COc1ccc(OC)c(NC2=C(Cl)C(=O)C(C)=C(C)C2=O)c1	94	108	94	100	94	72	99	58	95
Cc1ccc(OCC(=O)O)cc1	106	106	98	98	106	104	110	105	106
N#Cc1ccc2nc[nH]c2c1	104	110	101	107	98	96	113	105	111
CCC(C)C(=O)O[C@H]1C[C@H](O)C=C2C=C[C@H](C)[C@H](CC[C@@H](O)C[C@@H](O)CC(=O)O)C21 (some centres undefined)	99	105	103	105	102	91	108	101	108
O=c1cc(Cl)c(Cl)nn1-c1ccccc1	104	105	90	105	103	103	108	63	100
COc1ccc(/C=C/C(=O)c2c(OC)cc(OC)c(OC)c2O)cc1	75	100	63	83	49	·	83	61	96
CC(=O)NS(=O)(=O)NC(C)=O	104	99	101	100	114	95	96	95	107
O=[N+]([O-])c1ccc(OCCBr)cc1	107	107	103	97	109	104	105	98	112
C=C(C)[C@@H]1CCC[C@]2(C(=O)O)CC[C@]3(C)[C@@H](CC[C@@H]4[C@@]5(C)C/C(=C/c6ccncc6)C(=O)C(C)(C)[C@@H]5CC[C@]43C)[C@@H]12	52	24	17	27	20	53	26	4.9*	46
OC(c1ccccc1)C(O)C(c1ccccc1)N1CCCCC1 (centres undefined)	113	105	101	111	113	99	114	92	103
